HTR2A ag = agonists of mouse serotonin 5-HT2A receptor (HTR2A); P35363; CHO-K1 mHTR2A beta-arrestin complementation, luminescence; percent of 30 µM serotonin response; activation, % at 7.6 µM; hit rate 0.66% among 360,000; AID 624169;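 active means activation above a run cutoff, the mean activation of all tested compounds plus 3 SD, cut at about 14% in these data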;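 further: 0% = plate median of compound wells and 100% = 30 µM serotonin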
Target sequence (P35363 whole entry, looked up): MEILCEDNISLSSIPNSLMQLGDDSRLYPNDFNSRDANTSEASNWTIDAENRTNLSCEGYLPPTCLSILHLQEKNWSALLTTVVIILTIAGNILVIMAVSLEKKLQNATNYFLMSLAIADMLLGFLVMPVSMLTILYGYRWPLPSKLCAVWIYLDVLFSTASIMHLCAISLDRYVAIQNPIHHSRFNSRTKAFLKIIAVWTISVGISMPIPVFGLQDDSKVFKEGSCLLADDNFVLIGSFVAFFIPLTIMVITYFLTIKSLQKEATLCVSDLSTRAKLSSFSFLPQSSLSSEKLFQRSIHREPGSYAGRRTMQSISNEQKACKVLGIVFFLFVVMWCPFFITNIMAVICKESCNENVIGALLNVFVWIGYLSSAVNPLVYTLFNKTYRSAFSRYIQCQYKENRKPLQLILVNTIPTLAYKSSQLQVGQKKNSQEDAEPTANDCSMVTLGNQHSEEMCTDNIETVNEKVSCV
aDG glyco act = increases alpha dystroglycan glycosylation. Pro5-aDG cells, alpha-DG glycosylation AlphaScreen (IIH6); 0% Pro5, 100% B10-LARGE cell signal. activation, % at 10 µM. hit rate 0.22% among 360,000. AID 624168;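 active means activation of at least 8% versus controls, or a plate z-score of at least 8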;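 further: Pro5 are CHO cells carrying HIG-tagged alpha-DG that lacks glycosylation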
ABCB6 inh MLPCN = human ABCB6 transporter inhibition; fluorescence ratio to DMSO, % at 10 µM; AID 602162; Q9NP58; hit rate 0.19% among 360,000; K562-ABCB6 porphyrin accumulation, flow cytometry, 1 h; hits give low values;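 active means fluorescence ratio to DMSO below 75%, the collection mean minus 3 SD; inconclusive means too few cells collected in the well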;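 further: signal is porphyrin accumulated inside mitochondria; 100% equals median channel fluorescence of DMSO control wells; lower ratio means ABCB6 inhibition with less porphyrin fluorescence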
iPSC survival up = increases survival of single human iPS cells. hiPSC single-cell survival, ATPlite luminescence; 100% = ROCK inhibitor wells, 0% = DMSO. survival enhancement, % at 20 µM. hit rate 0.044% among 360,000. AID 602274; in the data active means survival enhancement above about 18%;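 further: cells exposed to compounds for 16 hours before the ATP read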
PDI inh = inhibitors of human protein disulfide isomerase. P07237. PDI insulin aggregation turbidity, A650, 90 min. inhibition, % at 10 µM. hit rate 0.052% among 350,000;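 active means mean inhibition across replicates of 30% or more, whatever share of single replicates reach that level; inconclusive means mean inhibition below 30% while every single replicate reaches 30%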;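 further: absorbance from insulin aggregation driven by PDI reduction with DTT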
Target sequence (P07237 whole entry, looked up): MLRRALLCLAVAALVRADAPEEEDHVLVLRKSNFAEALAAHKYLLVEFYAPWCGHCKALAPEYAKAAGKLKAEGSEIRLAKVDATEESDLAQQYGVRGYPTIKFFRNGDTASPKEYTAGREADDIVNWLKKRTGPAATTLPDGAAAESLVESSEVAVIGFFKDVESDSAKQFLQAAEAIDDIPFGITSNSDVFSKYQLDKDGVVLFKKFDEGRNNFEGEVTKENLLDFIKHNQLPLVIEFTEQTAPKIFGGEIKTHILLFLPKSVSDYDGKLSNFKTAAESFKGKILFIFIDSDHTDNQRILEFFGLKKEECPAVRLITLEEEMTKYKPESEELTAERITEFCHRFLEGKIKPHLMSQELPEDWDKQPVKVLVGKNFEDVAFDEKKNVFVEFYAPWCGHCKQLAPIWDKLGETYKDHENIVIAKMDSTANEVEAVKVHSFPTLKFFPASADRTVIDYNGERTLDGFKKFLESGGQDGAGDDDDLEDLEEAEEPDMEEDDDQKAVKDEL
CaV13 FRET inh = Disruptors of the CACNA1D IQ motif to Ca2+-dependent inactivation inhibitor domain association, primary screening, Förster resonance energy transfer in intact living …. HEK cells, CFP/YFP FRET ICDI-IQ, plate reader, 10 min; percent FRET-ratio fall versus neutral wells. inhibition, % at 12.3 µM. hit rate 0.098% among 340,000;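 active means mean replicate inhibition of at least 30% and at least 1% of replicates passing that level; inconclusive means only one of the two criteria is met; inactive means neither criterion is met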;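 further: 0% = median of the neutral control wells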
Granule exo inh = lytic granule exocytosis inhibition; TALL-104 LAMP-1 surface exposure, flow cytometry; cells stimulated with thapsigargin and PMA; inhibition, % at 10 µM; hit rate 0.66% among 360,000;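 active means inhibition above about 55%, limit read from the data; inconclusive means no clear call, values can overlap the other calls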
Vif imaging = blocks HIV Vif function; HEK293T cells, Vif self-association by quenched fluorescence, imaging, 24 h; inhibition, % at 7.49 µM; hit rate 0.35% among 340,000; AID 602346; in the data active means inhibition above about 50%, passing the limit was not always enough; inconclusive means no clear call, values can overlap the other calls; inactive means below about 31%; further: some results filed as inactive read as strong as hits
Cardio protect = myocardial damage modulation in H9c2 cells; H9c2 cardiomyocytes, H2O2 injury protection, ATPLite, 2 h; protection from H2O2 cell death, % at 20 µM; hit rate 0.63% among 360,000; AID 588492;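 active means compounds giving at least 50% protection of heart cells from peroxide-induced death in the single-dose screen, raw or plate-pattern-corrected value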;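 further: 0% = DMSO wells with peroxide and 100% = DMSO wells without peroxide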
N-glyco inh = N-linked glycosylation inhibition. D54 ERlucT glycosylation luciferase reporter, 24 h; percent of 100 nM tunicamycin response. reporter increase, % at 12.5 µM. hit rate 0.23% among 360,000. AID 588692;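 active means mean luciferase reporter signal, scaled so untreated is 0 and the glycosylation-blocking control 100, at or above a set limit in every replicate; inconclusive means mean reaches the limit but not every replicate does; inactive means mean below the limit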;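 further: luciferase carries N-glycosylation sites so blocking glycosylation raises the light; 0% = median of neutral control wells and 100% = median of 100 nM tunicamycin wells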
Numbers without * were called inactive; ? = inconclusive; nt = not tested or not shown.

structure	HTR2A ag	aDG glyco act	ABCB6 inh MLPCN	iPSC survival up	PDI inh	CaV13 FRET inh	Granule exo inh	Vif imaging	Cardio protect	N-glyco inh
Cc1ccc(S(=O)(=O)NCCC(=O)NCCc2ccccc2)cc1	1	-0.1	96	1.4	8	-7	0	-14	2	4
O=C(Cc1ccc(F)cc1)NCCc1ccc(F)cc1	1	0.2	101	0.6	-5	-4	-2	0	-5	-2
Cc1ccnc(NC(=O)CCC2COc3ccccc3O2)c1 (centres undefined)	-3	-0.2	98	-0.6	-2	-5	1	11	7	0
O=CNCC(=O)NC1CCCCCC1	-1	-0.1	100	-0.3	-1	-7	1	31	-4	3
Cc1ccc(-c2ocnc2C(=O)Nc2ccccc2NC(=O)c2ccccn2)cc1	7	0.7	97	0.3	-1	-4	17	4	-10	-2
CCC(=O)c1ccc(OC(=O)N2CCOCC2)cc1	3	0.0	96	-0.5	-2	-16	5	4	-4	1
CCOc1ccc(/C=N/NC(=O)CC(=O)NCc2ccccc2)cc1	3	-0.3	98	2.0	-2	-2	1	-2	-5	0
CC1CCN(S(=O)(=O)c2ccc3[nH]c(=O)[nH]c3c2)CC1	11	-0.1	97	-0.7	-7	-5	0	-4	3	2
COc1cccc(C(=O)O/N=C(\N)c2ccc([N+](=O)[O-])cc2)c1OC	10	0.1	100	-2.5	10	nt	5	6	1	12
CCSc1nnc(NC(=O)COc2cccc3ccccc23)s1	-3	-0.1	103	2.2	-2	nt	4	-7	7	1
CCOC(=O)C1=NN(C(=O)Cc2ccccc2)C(O)(c2ccc(Cl)cc2)C1 (centres undefined)	0	-0.3	96	-1.4	3	-4	-8	3	0	-1
Cc1cccc(NC(=O)C2CCCN(S(=O)(=O)c3c(C)nn(C)c3C)C2)c1 (centres undefined)	2	-0.2	102	2.5	nt	-2	1	-11	-1	1
CCCCn1c(N)c(N(C)C(=O)c2cc3c(F)cccc3s2)c(=O)[nH]c1=O	1	0.1	93	-0.4	-2	-13	-3	-18	-2	1
COc1ccc(CNC(=O)CSc2n[nH]c(N)n2)cc1OC	2	0.1	94	-0.5	9	-2	-14	-1	2	1
C/C(CC(=O)Nc1ccc(Cl)c(C(F)(F)F)c1)=N\NC(=O)c1cc2ccccc2cc1O	-5	-0.3	98	0.9	-1	-5	0	-6	15	-1
CN(Cc1ccccc1)C(=O)CCC1CCN(S(C)(=O)=O)CC1	5	-0.1	102	0.7	0	-5	6	9	-6	1
CCOc1ccc(S(=O)(=O)Nc2ccc(S(=O)(=O)Nc3cc(OC)ccc3OC)cc2)cc1	-8	-0.3	106	2.0	-7	-9	-2	0	0	-3
COc1ccc2cc3cc(C(=O)NCCCN4CCOCC4)oc3nc2c1	-5	0.0	94	-1.8	7	-5	-1	1	0	8
O=C(CN1C(=O)NC2NC(=O)NC21)N/N=C/c1ccc(F)cc1 (centres undefined)	3	0.2	97	0.6	3	-2	-13	12	3	-1
O=c1[nH]c2ccccc2nc1CCc1ccccc1	1	-0.2	102	1.4	-5	-2	-1	-3	4	-3
COc1ccccc1/C=C/C(=O)OCC(=O)NC1CCS(=O)(=O)C1 (centres undefined)	2	0.1	100	2.3	-4	-4	-2	3	-8	1
COc1ccc(OC)c(S(=O)(=O)N2CCN(C(=O)CCc3ccccc3)CC2)c1	1	0.0	94	-0.2	-3	-6	-2	5	-5	-1
CN(C(=O)CSc1nnc(COc2ccccc2F)n1N)C1CCS(=O)(=O)C1 (centres undefined)	3	-0.2	98	-0.4	8	-6	-9	8	2	1
C/C(=N\NC(=O)c1ccc2ccccc2c1)c1cccnc1	-11	-0.2	98	-0.5	8	-5	0	-8	-6	2
CC1(C(=O)Nc2cccc(Oc3ccccc3)c2)Cc2c(-c3ccccc3)ccnc2O1 (centres undefined)	-2	-0.2	96	-0.1	-14	-7	-1	nt	-5	0
O=C(NCc1ccco1)c1ccc(NS(=O)(=O)c2cccc([N+](=O)[O-])c2)cc1	-4	-0.3	98	-0.1	7	-19	-1	0	9	0
COc1ccc(N2C(=O)C3C(C2=O)C2C=CC3C23CC3)c([N+](=O)[O-])c1 (centres undefined)	4	0.2	94	-1.0	7	-8	-3	4	4	-1
O=C1C2CCc3ccccc3C2N1c1ccccc1 (centres undefined)	18*	0.2	92	-1.5	12	-6	2	-2	-2	1
CCCc1cc(=O)[nH]c(SCC(=O)NCCN2C(=O)CSC2=O)n1	7	0.0	95	-0.3	-14	-3	-5	-1	5	0
COC(=O)C1(c2ccccc2)NC(c2cccs2)C2C(=O)N(C)C(=O)C21 (centres undefined)	1	2.2	99	-0.7	-3	-4	0	5	6	3
COP(=O)(OC)c1nc(-c2ccc([N+](=O)[O-])cc2)oc1N1CCCCC1	1	0.0	96	0.1	1	-11	-4	4	2	-1
COc1cc(C)c(S(=O)(=O)Nc2ccccc2F)cc1C	1	0.2	94	0.5	10	1	-2	-6	-17	-1
COCCNC(=O)CSc1nc2sc(C)c(C)c2c(=O)n1-c1ccccc1	-4	-0.1	96	0.2	-5	-4	-18	28	17	2
COc1ccc(NC(=O)C2=NN(C3CCS(=O)(=O)C3)C(=O)CC2)cc1S(N)(=O)=O (centres undefined)	0	-0.2	101	4.1	-2	-6	-2	5	0	0
Cc1[nH]c(=O)c(C#N)c(C)c1CSc1ncccn1	7	-0.1	97	-0.6	-1	-3	-5	3	14	2
C[C@H](CO)N1C[C@H](C)[C@H](CN(C)Cc2ccncc2)Oc2cc(-c3ccccc3F)ccc2S1(=O)=O	-6	-0.1	99	0.5	8	-6	-5	-13	-4	-4
CCNC(=O)C1CCCN(C(=O)C(c2ccccc2)c2ccccc2)CC1 (centres undefined)	6	0.1	93	1.8	7	-5	-4	0	14	4
CC(C)[C@H](NS(=O)(=O)c1ccccc1)C(=O)Nc1ccccc1N1CCOCC1	4	0.1	89	-0.5	-6	-3	2	1	-2	1
CC(C)(C)OC(=O)C[C@H]1C/C=C\C[C@H](CC(=O)N(CCO)Cc2ccccc2)C(=O)NC[C@H](c2ccccc2)OC1=O	-5	0.4	98	4.5	4	-5	-15	0	-3	-1
COc1ccc2[nH]c(C(=O)O)c(CCNC(=O)/C=C/c3ccc(O)c(OC)c3)c2c1	1	0.6	101	-0.4	0	-21	-12	-2	8	1
CCOC(=O)CNc1ncc(C(F)(F)F)cc1Cl	3	-0.1	94	2.1	-3	-3	-5	13	-2	2
O=c1cc(-c2ccccc2)nc2c(-c3ccccc3)c(C(F)(F)F)[nH]n12	7	0.0	99	-0.4	-6	-6	10	-8	-10	1
O=C(NCCc1ccccc1)c1ccc2c(c1)N(Cc1ccccc1)CCS2	-10	0.7	100	-0.4	-1	nt	3	3	0	0
COc1ccc(N(C(=O)Cc2cccs2)C(C(=O)NC2CCCC2)c2ccncc2)cc1OC (centres undefined)	-1	0.1	98	-0.3	-8	-6	-13	31	-4	6
O=C(Nc1ccccc1)Nc1nnc(-c2ccccc2)s1	6	0.1	97	-0.7	-1	-5	-3	-1	1	0
COc1ccccc1/C=N/NC(=O)c1cccc(NC(=O)c2ccccc2Cl)c1	0	1.2	98	-3.4	-4	-4	22	-2	24	2
COc1ccc2oc(=O)c(C(=O)NCc3ccccn3)cc2c1	-9	-0.2	95	-0.1	-15	-5	-2	1	20	1
O=C(c1ccc(N2C(=O)c3ccccc3C2=O)cc1)N1CCCCC1	11	0.0	96	-0.3	8	-3	-2	-19	-4	3
Clc1ccc(Cn2nnc(-c3ccc(CN4CCOCC4)cc3)n2)cc1	-4	0.0	92	-2.6	-5	-3	3	-15	-7	-5
CCN(CC)S(=O)(=O)c1ccc(C(=O)Nc2c3c(nn2C(C)(C)C)CS(=O)(=O)C3)cc1	0	-0.2	96	-0.9	-2	-7	-2	nt	1	0

Copied from the list:
COP(=O)(OC)c1nc(-c2ccc([N+](=O)[O-])cc2)oc1N1CCCCC1 @ CaV13 FRET inh = -11
O=c1cc(-c2ccccc2)nc2c(-c3ccccc3)c(C(F)(F)F)[nH]n12 @ Cardio protect = -10

Further results follow.
structure	HTR2A ag	aDG glyco act	ABCB6 inh MLPCN	iPSC survival up	PDI inh	CaV13 FRET inh	Granule exo inh	Vif imaging	Cardio protect	N-glyco inh
COC(=O)C1SCC2C(=O)N(Cc3ccc(F)cc3)CC(=O)N21 (centres undefined)	0	-0.2	99	-0.4	7	-3	-2	-10	0	0
Cc1cccc(NC(=O)c2ccc([N+](=O)[O-])o2)c1	-4	0.5	94	-0.6	3	-2	-3	-4	-12	?
N#Cc1ccccc1COC(=O)c1ccc2c(c1)OCCO2	-5	-0.2	101	-0.3	5	-6	-1	12	-2	-2
CCOC(=O)C1CCN(CCC(=O)Nc2cccc(Cl)c2C)CC1	-1	0.1	101	0.4	4	nt	-4	2	-2	-1
Cc1ccc(NC(=O)Cn2nc(C)c(S(=O)(=O)N(C)C)c2C)cc1	4	-0.1	99	0.0	-3	-7	2	-5	-4	0
O=C(Nc1cc(Cl)ccc1N1CCCCC1)c1cccs1	-3	0.2	101	-0.8	6	-5	-3	23	-18	-2
O=C(NCc1ccccc1)c1ccc2c(c1)C(=O)N(Cc1ccncc1)C2=O	-5	-0.1	87	-0.1	11	nt	-2	-12	-9	1
CC1CCN(C(=O)c2ccc(CSc3ccc(Cl)cc3)cc2)CC1	-8	0.1	92	-3.2	-4	-4	-1	-25	-6	-3
CC(C)(C)NC(=O)CN(Cc1ccccc1)S(=O)(=O)c1ccccc1	2	0.1	95	-0.3	9	-4	2	-8	7	1
Cc1ccc2c(N)c(C(=O)c3ccccc3)sc2n1	1	0.0	98	-0.3	-4	-8	-2	-3	-1	5
CN(C(=O)C=Cc1ccco1)c1ccccc1	12	-0.1	95	-2.7	0	-6	1	-8	13	1
Cc1ccc(-c2cn3cccnc3n2)cc1NC(=O)c1c(-c2ccccc2Cl)noc1C	-2	0.0	99	-1.8	-4	-3	-3	nt	12	5
Cc1cccc(CC(=O)N2CCC(n3nccc3NC(=O)C3CC3)CC2)c1	-4	0.0	97	0.4	-8	-3	-3	-2	-4	-1
CC(C)NC[C@@H](O)COc1ccc(CC(N)=O)cc1	-7	-0.1	83	4.4	3	-6	nt	-1	-6	2
Cc1ccc(NC(=O)Cn2nc([N+](=O)[O-])c(Br)c2C)cc1C	6	0.4	102	3.1	-9	-9	4	6	-11	-6
O=C(Cn1cnc2ccccc2c1=O)NNC(=O)c1ccccc1F	1	0.1	97	0.8	3	-3	0	3	-2	2
COC(=O)/C=C/c1cccc([C@H]2[C@@H]3C=CC[C@@H](C)[C@@H]3C(=O)N2Cc2ccccc2)c1	-3	-0.1	98	-1.6	-3	-6	0	-2	-8	0
COc1ccc(C2C(C#N)=C(N)Oc3c2c(-c2ccccc2)nn3-c2ccccc2)c(OC)c1OC (centres undefined)	0	-0.2	92	7.0	-24	-4	-5	-9	4	2
